Rac1 act GTP bind – GTP binding modulators of activated mutant Rac1, primary screen, biochemical, bead-based flow cytometry, multiplex, fluorescent GTP. Ras-related C3 botulinum toxin substrate 1 (Homo sapiens), P63000. GST-Rac1 activated beads; actives lie on both sides; 100% means binding = to untreated wells. percent activity (GTP binding), % at 10 µM. actives 0.11% (n = 190,000);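 active = GTP binding at least 20 percentage points away from the 100% baseline, in either direction, so actives lie on both sides; inconclusive = Compound likely fluorescent itself, or too few beads counted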
Bim-Bfl-1 – inhibitors of Bim binding to Bfl-1, primary screen, biochemical, multiplexed, bead-based flow cytometry; Bim-Bfl-1 binding inhibition; inhibition, % at 10 µM; actives 0.12% (n = 190,000); AID 1008, 2008;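 note: 0% = wells without compound plus tracer and 100% = blocker peptide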
Rac1 wt GTP bind – wildtype Rac1 GTP binding modulators, primary screen, biochemical, GST-Rac1 beads, flow cytometry, multiplex | Ras-related C3 botulinum toxin substrate 1 (Homo sapiens), P63000 | fluorescent GTP binding; actives lie on both sides; 0 = cold GTP competed, 100 = untreated | GTP binding activity (% of control), % at 10 µM | actives 0.27% (n = 190,000) | AID 757, 2007;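 active = GTP binding activity at least 20 points away from the 100% control level, either lower or higher; inconclusive = compound flagged as likely green fluorescent, judged across all proteins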
Bim-Bcl-2 – inhibitors of Bim-Bcl-2 binding, primary screen, biochemical, multiplexed, human Bcl-2 family; Apoptosis regulator Bcl-2 (Homo sapiens), P10415; Bead-based flow cytometry, Bim peptide-Bcl-2 binding; inhibition, % at 10 µM; actives 0.06% (n = 190,000); in the data active = inhibition above about 40%; inconclusive = no clear call, values can overlap the other calls;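 note: 0% = no compound wells with probe peptide and 100% = reference peptide inhibitor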
Target sequence (P10415 whole entry, looked up): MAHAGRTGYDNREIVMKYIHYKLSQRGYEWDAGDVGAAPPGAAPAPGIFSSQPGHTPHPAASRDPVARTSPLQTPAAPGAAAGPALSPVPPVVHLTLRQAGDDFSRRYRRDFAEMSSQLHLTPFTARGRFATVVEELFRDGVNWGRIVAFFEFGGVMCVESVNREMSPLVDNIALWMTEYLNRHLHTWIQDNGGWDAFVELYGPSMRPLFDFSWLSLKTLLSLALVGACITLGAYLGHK
Cdc42 wt – modulators of GTP binding to wildtype Cdc42, primary screen, biochemical, multiplex bead flow cytometry, Bodipy-GTP. Cell division control protein 42 homolog (Homo sapiens), P60953. GST-Cdc42 beads; actives lie on both sides. percent activity (GTP binding), % at 10 µM. actives 0.2% (n = 190,000);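 active = percent activity GTP binding at least 20 points away from the 100% baseline, either down as inhibitor or up as activator; inconclusive = compound flagged as likely green fluorescent from well-wide comparison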;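 note: median bead fluorescence of bound Bodipy-FL-GTP at 100 nM; 0% = excess unlabeled GTP control and 100% = no compound control; below 100% means less GTP binding so inhibitor and above means activator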
Target sequence (P60953 whole entry, looked up): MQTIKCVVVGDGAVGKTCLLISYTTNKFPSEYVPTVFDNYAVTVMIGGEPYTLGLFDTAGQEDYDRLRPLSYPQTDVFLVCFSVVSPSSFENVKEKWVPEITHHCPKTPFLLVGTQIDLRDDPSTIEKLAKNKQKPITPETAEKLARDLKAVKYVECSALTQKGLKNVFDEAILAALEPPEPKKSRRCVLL
Bcl-XL Bim block – inhibitors of Bim-Bcl-XL binding, primary screen, biochemical, multiplexed, bead flow cytometry, human Bcl-XL; AID 1007, 2008; Bcl-2-like protein 1 (Homo sapiens), Q07817; inhibition, % at 10 µM; actives 0.04% (n = 190,000); Bim peptide-Bcl-XL binding, fluorescence
Target sequence (Q07817 whole entry, looked up): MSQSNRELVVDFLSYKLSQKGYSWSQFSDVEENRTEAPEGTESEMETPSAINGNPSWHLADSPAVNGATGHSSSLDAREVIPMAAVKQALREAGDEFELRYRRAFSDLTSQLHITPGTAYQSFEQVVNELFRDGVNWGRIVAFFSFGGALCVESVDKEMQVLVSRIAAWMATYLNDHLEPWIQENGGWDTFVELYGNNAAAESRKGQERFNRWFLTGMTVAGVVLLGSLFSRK
Bcl-W Bim block – inhibitors of Bim binding to Bcl-W, primary screen, biochemical, multiplexed, bead-based flow cytometry; inhibition, % at 10 µM; Bim peptide-Bcl-W binding; actives 0.02% (n = 190,000);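 note: 0% = bound tracer without compound and 100% = peptide blocker; higher means less fluorescent Bim peptide bound to Bcl-W beads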
HRas wt GTP – modulators of GTP binding to HRas wildtype, primary screen, biochemical, bead-based flow cytometry, multiplex; actives 0.14% (n = 190,000); GTP binding activity, % at 10 µM; GST-Ras wt beads, Bodipy-FL-GTP binding; actives lie on both sides; AID 759, 2007;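 active = GTP binding activity at least 20% away from the 100% baseline, either lowered as inhibitor or raised as activator; inconclusive = flagged as likely green fluorescent, judged across all proteins in the well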;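 note: 0% = unlabeled GTP competition control and 100% = no-compound control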
Bim-Bcl-B – inhibitors of Bim-Bcl-B binding, primary screen, biochemical, multiplexed, human Bcl-2 family; bead-based flow cytometry, Bim peptide-Bcl-B binding; Bcl-2-like protein 10 (Homo sapiens), Q9HD36; inhibition, % at 10 µM; actives 0.073% (n = 190,000);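 note: 0% = tracer peptide without compound and 100% = reference inhibitor peptide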
Target sequence (Q9HD36 whole entry, looked up): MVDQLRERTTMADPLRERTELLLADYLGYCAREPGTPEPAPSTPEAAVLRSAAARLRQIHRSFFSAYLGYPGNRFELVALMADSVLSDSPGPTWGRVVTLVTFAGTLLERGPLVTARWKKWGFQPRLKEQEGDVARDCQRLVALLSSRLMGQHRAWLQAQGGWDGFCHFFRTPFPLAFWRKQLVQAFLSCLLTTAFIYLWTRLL
Rab7 wt modul – modulators of GTP binding to Rab7, primary screen, biochemical, wildtype, multiplex bead flow cytometry | GST-Rab7 beads, fluorescent GTP binding; actives lie on both sides; untreated = 100%, excess cold GTP = 0% | GTP binding activity (percent of control), % at 10 µM | actives 0.055% (n = 190,000);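 active = fluorescent GTP binding to Rab7 beads changed by at least 20 points from the 100% baseline, either direction, mostly lower; inconclusive = compound itself probably fluorescent, or too few beads counted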;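 note: median green fluorescence of bound Bodipy-FL-GTP per Rab7 bead population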
Rab2A wt mod – modulators of GTP binding to Rab2A wildtype, primary screen, biochemical, dog, bead-based flow cytometry, multiplex. Ras-related protein Rab-2A (Canis lupus familiaris), P61105. GST-Rab2 wt beads, Bodipy-GTP binding. GTP binding activity, % at 10 µM. actives 0.19% (n = 190,000). AID 760, 2007;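 active = GTP binding activity at least 20 points away from 100%, either lowered or raised; inconclusive = signal likely due to the compound's own green fluorescence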;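 note: 0% = beads with excess unlabeled GTP and 100% = no-compound control corrected for plate trend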
An asterisk follows results filed as active; u = inconclusive; x = not tested or not shown. Cut-off read from the data, not from the text of the source, unless noted: active = inhibition above about 40%.

SMILES	Rac1 act GTP bind	Bim-Bfl-1	Rac1 wt GTP bind	Bim-Bcl-2	Cdc42 wt	Bcl-XL Bim block	Bcl-W Bim block	HRas wt GTP	Bim-Bcl-B	Rab7 wt modul	Rab2A wt mod
O=C(Nc1ccccc1)C1=C(N2CCOCC2)/C(=C/c2cccnc2)CC1	99	-2	104	-1	104	-3	-2	101	-1	101	99
COC(=O)c1ccc(NC(c2ccc(Cl)cc2)P(=O)(OC)OC)cc1 (stereo not given)	97	-17	100	-7	101	-14	-9	97	-14	95	97
O=C(/C=C/c1cccs1)Nc1cccnc1	103	-1	107	0	101	-3	-1	101	-5	100	98
O=c1[nH]c(N/N=C/c2ccccc2)nc2ccccc12	101	-19	106	-7	105	-7	-1	102	-12	102	100
Cc1ccc(C2=NN3C(C(=O)c4ccccc4)Oc4ccccc4C3C2)cc1 (stereo not given)	96	0	101	-2	101	-23	1	100	-2	96	98
CC(C)Cc1nc(SCC(=O)Nc2ccc(S(N)(=O)=O)cc2)n[nH]1	96	3	97	-1	96	6	6	97	4	100	97
CCCC(=O)NC1C2CC3CC(C2)CC1C3 (stereo not given)	98	-18	104	-6	104	-6	-1	98	-12	98	100
COC(=O)c1ccccc1NC(=O)/C=C/C(=O)O	99	0	104	0	101	1	-1	100	2	97	99
NC(=S)Nc1cccc2cccnc12	99	-3	101	-2	104	-1	-2	107	-4	104	104
CS(=O)(=O)Nc1nc2n(n1)C(c1ccccc1)C=C(c1ccc(Br)cc1)N2 (stereo not given)	92	0	94	3	96	0	1	96	1	96	94
Cc1ccc(NC(=O)CSc2nc3nc(C)cc(C)c3c(=O)[nH]2)cc1	98	-13	102	-10	100	-3	0	99	-6	100	99
COc1ccc(/C=N/NC(=O)c2cc(C)n(-c3ccccc3)c2C)cc1OC	94	6	100	3	98	0	0	95	7	96	96
CCCNC(=O)C(Cc1ccccc1)NS(=O)(=O)c1ccc2c(c1)c(=O)n(C)c(=O)n2C (stereo not given)	101	-12	105	-7	100	-3	-2	100	-5	98	101
O=C(c1csc2c1CCCCC2)N1CCN(c2ncccn2)CC1	97	-12	100	-8	98	-3	0	100	-5	101	99
O=c1c2oc3ccccc3c2ncn1Cc1ccc(F)cc1	96	-1	96	1	94	-1	0	95	0	97	94
CCC(=O)NC(=S)Nc1ccc(NC(=O)COc2ccc(Cl)c(C)c2)cc1	96	0	97	0	97	-3	-2	91	-4	91	96
CCCOc1cc(C)c(S(=O)(=O)NCCOC)cc1C	95	-12	101	-2	102	-3	3	98	-2	96	95
CCCOc1ccc(NC(=O)C2CC(=O)N3CCCN=C3S2)cc1 (stereo not given)	102	-3	105	-1	110	-1	-2	108	-4	102	108
Cc1ccccc1S(=O)(=O)Cc1ccc(C(=O)NCc2cccnc2)o1	101	-1	116	-8	106	-5	-6	105	-3	100	103
CCn1c(CSc2nncn2-c2ccc(OC)cc2)nc2cc(S(=O)(=O)N(C)C)ccc21	93	0	94	2	95	-3	-4	95	-2	91	96
CC(=O)c1ccc(NC(=O)c2noc(C(C)C)c2[N+](=O)[O-])cc1	98	-5	102	-4	98	-2	0	100	-5	102	97
COc1cc(C2C(C#N)=C(N)Oc3cc(C)oc(=O)c32)cc2c1OCO2 (stereo not given)	97	-2	100	2	98	-3	-2	98	0	96	98
Cc1ccc(C)n1NC(=O)c1ccc([N+](=O)[O-])cc1	95	0	97	0	97	0	0	96	-5	98	98
CCS(=O)(=O)N1Cc2ccccc2CC1C(=O)Nc1ccc(C)cc1 (stereo not given)	100	-2	103	0	102	-1	-2	101	-2	102	101
CC1(C)C2CC=C(/C=N/NC(=S)NCCc3ccccc3)C1C2 (stereo not given)	90	-3	98	1	97	0	1	96	1	98	97
CCSc1nc2ccccc2c(=O)n1OCC(=O)OC	97	-4	96	-2	96	-6	2	97	0	100	98
CC(c1ccccc1)C1C(C#N)=C(N)OC2=C1C(=O)CCC2 (stereo not given)	99	-1	102	1	103	-1	-1	103	-1	103	103
O=C(NCCc1ccccc1)C(=O)c1c(-c2ccccc2)cc2ccccn12	100	-5	104	-4	103	-8	-5	102	-8	96	101
COC(=O)c1ccc(S(=O)(=O)N2CCCCCC2)cc1	101	-11	110	-2	105	-8	3	102	-1	103	102
COCCN(CCOC)C(=O)CC(=O)N(CCOC)CCOC	101	-9	103	-2	104	0	3	101	-7	100	102
CCOc1c(CNc2nnnn2C)cccc1OC	97	-4	99	-1	96	0	-3	98	-3	101	97
Cc1cccc(S(=O)(=O)c2c(N)n(/N=C/c3cccnc3)c3nc4ccccc4nc23)c1	u	-4	u	-4	u	2	2	u	0	u	u
Clc1cccc(-c2nn3c(Cn4cnc5ccccc54)nnc3s2)c1	99	20	100	-5	100	-6	3	99	-26	100	98
O=C(COC(=O)c1ccccc1NCc1ccco1)Nc1ccc2c(c1)OCO2	98	-9	100	-6	98	-6	-1	98	-8	104	100
O=C(NNC1=NS(=O)(=O)c2ccccc21)c1ccccc1Cl	96	-5	100	-6	98	0	0	100	-2	106	100
COCCNC(=O)C1c2cc(OC)c(OC)cc2C(=O)N(C)C1c1cccnc1 (stereo not given)	102	-2	106	0	105	-4	0	105	-3	105	107
COc1ccccc1NS(=O)(=O)c1cccc(NC(=O)C2CC(=O)N(Cc3ccccc3)C2)c1 (stereo not given)	96	-3	98	0	97	-1	0	94	-1	95	98
COCCCN1C(=O)C(=O)/C(=C(/O)c2ccc(OC(C)C)c(C)c2)C1c1ccncc1 (stereo not given)	98	2	99	0	101	-3	-4	100	-4	96	97
Cc1cccc(/C=N/NC(=O)CNc2cccc3ccccc23)n1	98	-12	100	-2	96	0	2	100	-4	104	97
Cc1cccc(NC(=S)NC(NC(=O)c2ccco2)C(Cl)(Cl)Cl)c1 (stereo not given)	98	6	99	2	96	2	3	97	0	96	95
O=C(NC12CC3CC(CC(C3)C1)C2)c1cccnc1	101	2	105	2	103	0	0	102	-1	101	102
Cc1cc(C)n(C(=O)CNc2ccccc2Cl)n1	98	x	103	u	96	x	x	101	x	99	102
COc1ccccc1OCC(=O)Nc1sc2c(c1C(=O)NCC1CCCO1)CCC2 (stereo not given)	93	-18	92	-15	98	9	0	98	-13	96	97
Cc1nc2cc(C(=O)OCC(=O)N(CC(C)C)C3CCS(=O)(=O)C3)ccc2n1-c1ccccc1 (stereo not given)	100	-5	107	0	99	3	3	100	-10	98	98
CCn1c(SC)nnc1-c1c[nH]c2ccccc12	97	-13	97	-7	100	-5	-3	97	-4	96	98
CCOc1cc(C(=S)N2CCOCC2)ccc1OC(=O)/C=C/c1ccc(OC)c(OC)c1	100	2	99	-2	100	-7	-3	100	-15	102	99
O=C(c1cc(Cl)c(=O)n(Cc2ccc(Cl)cc2)c1)N1CCOCC1	100	-20	108	-9	102	-12	-1	103	-12	101	101
Cc1c(Br)c([N+](=O)[O-])nn1CC(=O)NCCc1c[nH]c2ccccc12	99	0	101	-3	97	-1	-2	99	-4	103	100
O=C1CC(c2cccc(Cl)c2)Cc2nc(N3CCN(c4ccccc4)CC3)ncc21 (stereo not given)	91	-12	95	-6	94	-13	2	95	-5	95	92
COc1ccc(C2C(C#N)=C(N)OC3=C2C(=O)CC(C)(C)C3)cc1OC (stereo not given)	96	-3	99	-2	97	-1	0	99	0	99	98
Cc1nn(C)c(Cl)c1/C=N/OC(=O)c1ccccc1	99	-2	101	0	97	-2	0	98	2	103	98
O=C(c1cc([N+](=O)[O-])ccc1N1CCCCC1)N1CCCCC1	96	2	99	0	100	0	3	102	-3	100	106
CCN1CCN(c2ccc(NC(=O)c3ccc(C#N)cc3F)cc2Cl)CC1	98	-7	101	-3	102	-5	-5	101	-7	103	105
Cc1nccc2[nH]c(=O)c(C(=O)NC3CCCCC3C)cc12 (stereo not given)	100	-9	103	-3	100	-8	-2	102	-8	100	100
Cc1nc(NC(=S)NC(=O)c2ccccc2)sc1C(=O)N(C)C	97	-1	102	-3	102	-3	-1	100	0	98	98
Nc1cccc(-c2nc3ccccc3s2)c1	95	-13	100	-9	97	-3	0	99	-4	101	97
Cc1ccc(OCC(=O)NCC2CCCO2)c(C)c1 (stereo not given)	95	-4	99	-2	96	-2	0	99	-3	105	101
Cc1ccc(CCNC(=O)C2CCN(S(=O)(=O)c3ccc4c(c3)CCC(=O)N4)CC2)cc1	98	-11	103	-8	98	-2	0	101	-6	100	97
c1ccc(Cn2ncc3ccccc32)cc1	99	-12	108	-9	104	-4	1	102	-7	102	101
CCc1cccc(Nc2cc(C)nc3nc(C)nn23)c1	97	20	102	17	97	25	18	99	16	105	97

Given with values under each structure: entries from further up.
Order of values – Rac1 act GTP bind | Bim-Bfl-1 | Rac1 wt GTP bind | Bim-Bcl-2 | Cdc42 wt | Bcl-XL Bim block | Bcl-W Bim block | HRas wt GTP | Bim-Bcl-B | Rab7 wt modul | Rab2A wt mod
- Cc1cccc(/C=N/NC(=O)CNc2cccc3ccccc23)n1
 : 98 | -12 | 100 | -2 | 96 | 0 | 2 | 100 | -4 | 104 | 97
- CCSc1nc2ccccc2c(=O)n1OCC(=O)OC
 : 97 | -4 | 96 | -2 | 96 | -6 | 2 | 97 | 0 | 100 | 98

The list continues.
SMILES	Rac1 act GTP bind	Bim-Bfl-1	Rac1 wt GTP bind	Bim-Bcl-2	Cdc42 wt	Bcl-XL Bim block	Bcl-W Bim block	HRas wt GTP	Bim-Bcl-B	Rab7 wt modul	Rab2A wt mod
O=C(N/N=C/c1ccc(OC2CSC2)cc1)c1ccc(CN2CCOCC2)cc1	99	-12	101	1	98	-3	-3	98	-5	97	98
CN1C(=S)SC(/[N+]([O-])=C\c2ccco2)C1(C)C (stereo not given)	99	-14	100	-10	100	2	0	99	-10	98	101
CN1C(=O)c2ccccc2C(C(=O)NCC2CCCO2)C1c1c[nH]c2ccccc12 (stereo not given)	99	-1	102	-3	102	-3	-3	101	0	99	100
COc1cc(C(=O)OCc2cc3ccccc3[nH]c2=O)cc(OC)c1OC	100	-21	112	-13	106	-9	-1	104	-10	97	100
CCC(=O)NNc1nc2c(Cl)cccc2s1	95	2	95	0	91	0	-1	93	-1	108	96
CC(=O)N(Cc1ccc(F)cc1)c1cccc(C)c1C	96	-2	101	0	97	1	2	97	0	95	94
